C2C12 statin – protects C2C12 myotubes from simvastatin toxicity; ATP luminescence, 48 h; scaled: DMSO 0, geranylgeraniol control 100; hit rate 0.78% among 330,000; rescue of ATP level, % at 7.49 µM; AID 602340;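 active = mean ATP rescue above about 67%, or every replicate alone reaching that limit, limit read from the data, passing the limit was not always enough; inconclusive = no clear call, values can overlap the other calls; inactive = mean under the limit and some replicate under it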;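 also: myotubes were challenged with 10 µM simvastatin during compound exposure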
DENV2 CPE – protects cells from dengue virus 2 cytopathic effect. DENV2-infected cells, cytopathic effect rescue, plate reader. CPE inhibition, % at 9.99 µM. AID 651640. hit rate 1.7% among 350,000; in the data active = CPE inhibition above about 20%, passing the limit was not always enough; inconclusive = no clear call, values can overlap the other calls; tested in BHK-21 cells;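 also: 0% = median of neutral control wells and 100% = median of positive control wells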
SIRT5 inh – blocks human SIRT5 desuccinylation of peptide | Purified SirT5, succinyl-peptide AMC, trypsin-coupled fluorescence | inhibition, % at 15 µM | hit rate 1.1% among 330,000; in the data active = inhibition above about 15%; inconclusive = no clear call, values can overlap the other calls
E-sel inducer – induces E-selectin expression in human endothelial cells. P16581. HUVEC E-selectin immunofluorescence imaging; normalized: neutral wells 0, TNF-alpha wells 100. activation, % at 7.58 µM. hit rate 0.37% among 260,000. AID 686992;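 active = mean E-selectin-positive cell signal at least 10% of the positive control, reached in at least 60% of replicates, without over 20% cell loss; inconclusive = no rule given, readout overlaps actives, possibly toxicity-flagged; inactive = the rest, including those meeting only one limit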;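 also: in these data hits start at about 27%; measured in HUVEC primary endothelial cells; signal is the percent of cells scored E-selectin positive by PE staining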
Target sequence (P16581 whole entry, looked up): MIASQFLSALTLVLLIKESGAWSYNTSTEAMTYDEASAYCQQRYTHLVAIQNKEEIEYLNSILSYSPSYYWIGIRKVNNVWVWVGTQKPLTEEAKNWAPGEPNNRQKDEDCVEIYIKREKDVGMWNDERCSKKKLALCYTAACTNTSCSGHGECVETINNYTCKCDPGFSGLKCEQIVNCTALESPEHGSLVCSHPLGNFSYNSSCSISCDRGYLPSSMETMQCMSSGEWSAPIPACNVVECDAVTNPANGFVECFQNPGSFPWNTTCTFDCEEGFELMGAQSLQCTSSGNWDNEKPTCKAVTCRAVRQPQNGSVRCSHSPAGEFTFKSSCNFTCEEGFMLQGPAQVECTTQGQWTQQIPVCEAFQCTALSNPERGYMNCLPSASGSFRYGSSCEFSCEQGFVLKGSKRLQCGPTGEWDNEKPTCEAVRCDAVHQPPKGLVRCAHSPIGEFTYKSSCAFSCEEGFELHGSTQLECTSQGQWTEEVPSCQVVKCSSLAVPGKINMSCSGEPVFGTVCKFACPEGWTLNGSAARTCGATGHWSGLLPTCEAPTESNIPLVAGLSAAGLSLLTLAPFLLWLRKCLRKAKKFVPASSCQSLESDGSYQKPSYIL
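Read-out basis: % PE-positive cells; Test system: HUVEC primary endothelial cells; Technique: immunofluorescence imaging; Dosing: single-point compound dose.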
S100A4 inh HTS – S100A4-myosin IIA interaction inhibition; S100A4/TAMRA-MyoIIA peptide fluorescence polarization; inhibition, % at 10.7 µM; hit rate 0.14% among 360,000; AID 652163;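 active = mean inhibition of at least 70% across replicates, with every replicate also reaching that level; inconclusive = mean inhibition reaches 70% but some replicates fall short; inactive = mean inhibition below 70%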
Target sequence (P26447 whole entry, looked up): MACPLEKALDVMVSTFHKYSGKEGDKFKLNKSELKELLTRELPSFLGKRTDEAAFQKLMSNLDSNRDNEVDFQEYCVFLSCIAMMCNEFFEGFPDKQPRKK
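Material: S100A4 monomer protein | Medium: HEPES pH 7.2 with CaCl2, KCl, NaCl, DTT, Triton | Reagent: Labelled myosin peptide probe, 5 nM | Doses: One dose per compound | Times: 5 min incubation before reading | Benchmarks: Neutral control DMSO, positive control TFP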
PglD inh – PglD (C. jejuni) enzyme inhibition. purified PglD enzyme, DTNB colorimetric CoA detection. inhibition, % at 12.5 µM. hit rate 0.098% among 360,000. AID 602405; in the data active = inhibition above about 16%, passing the limit was not always enough; inconclusive = no clear call, values can overlap the other calls; also: strong numbers were not always called active
ERp5 inh – blocks human ERp5 reductase activity on insulin | Q15084 | ERp5 insulin aggregation, absorbance 650 nm, 90 min | inhibition, % at 9.99 µM | hit rate 0.05% among 350,000 | AID 651711;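 active = mean replicate inhibition above about 25%, with every replicate also reaching it, limit read from the data, passing the limit was not always enough; inconclusive = only one of those two criteria met; inactive = neither criterion met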
Starred values were filed as active, the others as inactive; ? = inconclusive; . = no result given. The list is partial, so the mix of outcomes need not match the whole.

(1) C[C@@H]1CN([C@H](C)CO)C(=O)c2cc(C3=CCCC3)cnc2O[C@H]1CN(C)C(=O)CN(C)C
(2) O=C(CNC(=O)c1ccccc1)OC(C(=O)c1ccccc1)c1ccccc1 (stereo not given)
(3) O=C(O)/C=C/C(=O)NCc1csc2ccccc12
(4) CC1(CC(=O)O)C(=O)N=C2C=CC=CN21 (stereo not given)
(5) Cc1nc(N2CCOCC2)c2c(C)c(C(=O)Nc3ccc(F)cc3F)sc2n1
(6) O=C(c1cccc([N+](=O)[O-])c1)N1CCN(c2ccc(Cl)cc2)CC1
(7) CN(C(=O)COC(=O)C1(C)CC1(Cl)Cl)c1c(N)n(Cc2ccccc2)c(=O)[nH]c1=O (stereo not given)
(8) Cc1cccc(-n2ncc3c(NC(C)C)ncnc32)c1

Compound	1	2	3	4	5	6	7	8
DENV2 CPE	-10	5	4	13	6	-5	-6	-2
E-sel inducer	0.3	0.0	1.1	.	-0.2	-0.3	0.2	.
S100A4 inh HTS	2	-9	1	-6	-2	1	1	0
PglD inh	-1	.	.	1	-7	-7	-5	2
ERp5 inh	-3	5	-3	5	2	0	6	-1
C2C12 statin	18	-1	.	14	-11	.	-5	-20
SIRT5 inh	-1	-4	-2	-27	5	0	-3	.

(9) CCN1C(=O)[C@H]2[C@@H](c3ccc(-c4cccc(Cl)c4)cc3)N[C@@](C)(C(=O)OC)[C@H]2C1=O
(10) C[C@@H]1CN([C@H](C)CO)S(=O)(=O)c2ccc(-c3ccncc3)cc2O[C@H]1CN(C)C(=O)CN(C)C
(11) O=C(C[C@H]1CC[C@@H]2[C@H](COC[C@H](O)CN2C(=O)c2ccncc2)O1)NCc1cccc(F)c1
(12) COc1cc(C)ccc1OCc1cc(C(=O)N(Cc2c(C)nn(C)c2C)C2CC2)no1
(13) Nc1c(C(=O)N/N=C/c2ccccc2)cnn1-c1ccccc1
(14) C[C@H](CO)N1C[C@H](C)[C@@H](CN(C)Cc2ccc(Oc3ccccc3)cc2)Oc2ccc(NC(=O)NC3CCCCC3)cc2CC1=O
(15) COC(=O)c1ccc(OCC(O)Cn2nnc3ccccc32)cc1 (stereo not given)
(16) O=C(C[C@H]1C/C=C\C[C@H](Cc2ccc(F)cc2)C(=O)O[C@@H](c2ccccc2)CNC1=O)N[C@@H](CO)Cc1ccccc1

Compound	9	10	11	12	13	14	15	16
DENV2 CPE	-5	-6	-1	?	?	-14	-4	-16
E-sel inducer	-0.1	0.0	-0.1	0.4	.	0.5	.	0.2
S100A4 inh HTS	0	1	.	13	3	-2	-4	3
PglD inh	-2	-3	-2	4	-2	0	0	-4
ERp5 inh	1	-1	.	7	.	-1	4	5
C2C12 statin	-1	13	-37	-19	-23	-4	3	14
SIRT5 inh	3	-1	.	0	-6	7	9	.

(17) CCCc1nnc(NC(=O)C23CC4CC(CC(C4)C2)C3)s1
(18) COC(=O)c1ccc(CN2C(=O)C(C)ON=C2c2ncccc2C)o1 (stereo not given)
(19) COC(=O)N1[C@H](C)C=C[C@]1(Cc1ccccc1)C(=O)O
(20) COc1ccc(NC(=O)Nc2ccc3c(c2)C(=O)N([C@H](C)CO)C[C@H](C)[C@H](CN(C)S(=O)(=O)c2cn(C)cn2)OCCCC[C@H](C)O3)cc1
(21) CCc1nnc(NC(=O)C2=CCN(S(=O)(=O)c3ccc(F)cc3)CC2)s1
(22) CCCc1cc(=O)oc2cc(OCC(=O)NC3CC(C)(C)NC(C)(C)C3)ccc12
(23) COc1ccc(CN(C)C[C@@H]2Oc3ccc(NC(=O)Nc4ccccc4)cc3C(=O)N([C@@H](C)CO)C[C@H]2C)cc1
(24) Cc1nc2ccc(S(=O)(=O)NCC(=O)NCCc3ccc(Cl)cc3)cc2s1

Compound	17	18	19	20	21	22	23	24
DENV2 CPE	-3	1	?	?	2	-5	16	-5
E-sel inducer	-0.4	.	-0.1	-0.1	0.1	.	0.0	-0.1
S100A4 inh HTS	7	3	6	.	1	0	4	-2
PglD inh	-3	2	1	-3	.	-1	9	-4
ERp5 inh	-2	2	0	.	0	-1	3	-1
C2C12 statin	7	-8	-2	.	.	24	8	-6
SIRT5 inh	-5	.	.	.	-1	-1	4	-1

4 compounds picked at random from the list so far:
(23) COc1ccc(CN(C)C[C@@H]2Oc3ccc(NC(=O)Nc4ccccc4)cc3C(=O)N([C@@H](C)CO)C[C@H]2C)cc1
(20) COc1ccc(NC(=O)Nc2ccc3c(c2)C(=O)N([C@H](C)CO)C[C@H](C)[C@H](CN(C)S(=O)(=O)c2cn(C)cn2)OCCCC[C@H](C)O3)cc1
(17) CCCc1nnc(NC(=O)C23CC4CC(CC(C4)C2)C3)s1
(21) CCc1nnc(NC(=O)C2=CCN(S(=O)(=O)c3ccc(F)cc3)CC2)s1

Compound	23	20	17	21
DENV2 CPE	16	?	-3	2
E-sel inducer	0.0	-0.1	-0.4	0.1
S100A4 inh HTS	4	.	7	1
PglD inh	9	-3	-3	.
ERp5 inh	3	.	-2	0
C2C12 statin	8	.	7	.
SIRT5 inh	4	.	-5	-1

Exported as tab-separated lines: entries from further up
no.	canonical_smiles	DENV2 CPE	E-sel inducer	S100A4 inh HTS	PglD inh	ERp5 inh	C2C12 statin	SIRT5 inh
22	CCCc1cc(=O)oc2cc(OCC(=O)NC3CC(C)(C)NC(C)(C)C3)ccc12	-5	.	0	-1	-1	24	-1
24	Cc1nc2ccc(S(=O)(=O)NCC(=O)NCCc3ccc(Cl)cc3)cc2s1	-5	-0.1	-2	-4	-1	-6	-1
21	CCc1nnc(NC(=O)C2=CCN(S(=O)(=O)c3ccc(F)cc3)CC2)s1	2	0.1	1	.	0	.	-1

Further results:
(25) CO[C@@H](CN(C)CC1CCOCC1)[C@@H](C)CN(C(=O)Nc1ccc(F)cc1)[C@H](C)CO
(26) C[C@@H]1CN([C@@H](C)CO)C(=O)c2cccc(N(C)C)c2O[C@@H]1CN(C)Cc1ccc(C(=O)Nc2ccccc2N)cc1
(27) O=C(N/N=C/c1sc(N2CCCCC2)nc1-c1cccs1)C1CC1
(28) CCC(=O)N1[C@@H]2c3ccc(C4=CCCC4)c(=O)n3C[C@@H]2[C@@H](CO)[C@@H]1C(=O)NCc1ccc(F)cc1
(29) CCCC1(c2ccccc2)NC(=O)NC1=O (stereo not given)
(30) COc1ccc(/C=C/C(=O)N2CCOCC2)cc1OC
(31) Nc1c(C(=O)CSc2nnc(-c3ccccc3)o2)c(=O)[nH]c(=O)n1C1CC1
(32) CCOc1cccc(-c2nc3c(s2)CCc2onc(-c4cccc([N+](=O)[O-])c4)c2-3)c1
(33) O=C(NC1CCCCC1)C(c1ccnc2ccccc12)n1c(=O)c(-c2ccco2)nc2ccccc21 (stereo not given)
(34) O=C(C[C@@H]1C[C@@H]2c3cc(NC(=O)c4cccnc4)ccc3O[C@@H]2[C@H](CO)O1)NCc1ccncc1

Compound	25	26	27	28	29	30	31	32	33	34
DENV2 CPE	-1	-1	-2	1	3	5	0	0	?	0
E-sel inducer	0.0	.	2.0	-0.2	0.3	.	2.1	0.2	0.3	0.8
S100A4 inh HTS	0	14	-8	-11	-23	8	0	-1	-7	5
PglD inh	-1	-3	.	-4	2	-1	-2	-2	.	-3
ERp5 inh	0	1	6	0	2	3	-2	-2	6	3
C2C12 statin	6	35	-10	15	-13	4	5	-21	.	1
SIRT5 inh	1	5	-1	-9	-4	.	-9	-3	2	5

Bioassay records as filed in PubChem BioAssay.
